# AMA1-RON2 inh – disrupts binding of P. falciparum AMA1 to RON2; AlphaScreen AMA1-biotinylated RON2 peptide binding; Potency, µM (series often up to 58.2 µM), without a hit: at the highest dose activity change, negative = inhibition, most hits filed as inhibitors; 360,000 compounds, 0.2% hits;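 further: potency means the concentration at half of the fitted maximal effect; 0% = vehicle wells and -100% = peptide control; nearly all actives have a fitted effect of over 45% in size; some results filed as inactive show a strong effect at the top dose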
#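 AMA1 (3D7) with his tag at 25 nM final met compounds first, then biotinylated RON2 peptide at 25 nM; detection used donor plus acceptor beads, 10 µg/mL apiece, read by AlphaScreen after 30 min at room temperature.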
# HCMV antiviral – human cytomegalovirus inhibition | HFF cells, HCMV-luciferase reporter, 72 h; stronger effect = lower value | activity change, negative = inhibition, % at 57.5 µM | 410,000 compounds, 4.5% hits | AID 1259415; in the data active means activity change below about -60%; inconclusive means no clear call, values can overlap the other calls; inactive means above about -39%
#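 Two-dose cell screen: HFF monolayers treated with compounds and infected with luciferase-expressing HCMV at 1 PFU/cell, 72 h at 37C, then lysed for luciferase measurement.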
# AmpC inh detg – AmpC beta-lactamase inhibition with detergent present. Potency, µM (doses to about 114 µM), for inactives: at the top dose activity change, negative = inhibition, usual class: inhibitors. AmpC hydrolysis of nitrocefin, absorbance 480 nm, 0.01% Triton. AID 485294. 370,000 compounds, 0.041% hits;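 further: potency means the concentration at half of the fitted maximal effect; 0% = no-compound wells and -100% = no-enzyme wells; nearly all actives have a fitted effect of over 25% in size; some results filed as inactive show a strong effect at the top dose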
# Target sequence (P00811 whole entry, looked up): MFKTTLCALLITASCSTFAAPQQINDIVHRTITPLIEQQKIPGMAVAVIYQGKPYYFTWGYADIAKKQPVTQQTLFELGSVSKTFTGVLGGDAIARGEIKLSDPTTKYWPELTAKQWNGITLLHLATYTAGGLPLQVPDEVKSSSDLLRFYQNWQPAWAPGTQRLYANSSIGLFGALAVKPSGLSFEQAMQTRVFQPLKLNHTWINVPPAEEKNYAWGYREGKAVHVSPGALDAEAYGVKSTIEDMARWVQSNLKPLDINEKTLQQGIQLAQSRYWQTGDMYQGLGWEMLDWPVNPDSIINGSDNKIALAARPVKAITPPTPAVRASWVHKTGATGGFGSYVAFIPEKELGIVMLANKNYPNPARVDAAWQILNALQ
#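 20 mM phosphate pH 7.0 + 0.01% (detergent screen) or 0.0001% Triton X-100; 5.3 nM AmpC reagent; cpd preinc 15 min RT; nitrocefin (800 uM stock) to start; A480 q20 s × 4 min; Activity was normalised to no-enzyme and no-compound control wells.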
# Giardia FBPA inh – blocks Giardia fructose-bisphosphate aldolase activity | A8B2U2 | purified Giardia FBPA | Potency, µM (top dose mostly 59.6 µM), inactives show at the top dose activity, negative = inhibition, usual class: inhibitors | 290,000 compounds, 0.71% hits | AID 2451; further: potency means the concentration at half of the fitted maximal effect; nearly all actives have a fitted effect of over 55% in size
# Target sequence (A8B2U2 whole entry, looked up): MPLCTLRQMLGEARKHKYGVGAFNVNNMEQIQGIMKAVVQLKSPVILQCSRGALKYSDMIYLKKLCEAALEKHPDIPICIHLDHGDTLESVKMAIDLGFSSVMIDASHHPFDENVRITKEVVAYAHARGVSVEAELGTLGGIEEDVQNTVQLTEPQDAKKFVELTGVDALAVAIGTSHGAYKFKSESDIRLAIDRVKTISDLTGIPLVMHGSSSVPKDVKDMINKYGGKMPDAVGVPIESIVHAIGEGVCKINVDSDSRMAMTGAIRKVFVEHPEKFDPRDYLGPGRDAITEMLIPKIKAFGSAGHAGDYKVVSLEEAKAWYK
#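 40 nM FBPA preincubated 10 min at RT with compound (up to 57.5 uM final), then substrate plus GAPDH/TPI/NAD/arsenate coupling and diaphorase/resazurin added. Fluorescence read after 20 min at RT, 525/598 nm.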
# AmpC no deterg – blocks E. coli AmpC beta-lactamase in detergent-free assay; P00811; AmpC nitrocefin hydrolysis, absorbance 480 nm, 0.0001% Triton; Potency, µM (highest dose often 57.1 µM), without a hit: top-dose activity change, negative = inhibition, most hits filed as inhibitors; 330,000 compounds, 0.52% hits; AID 485341;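 further: potency means the concentration at half of the fitted maximal effect; plate controls were no compound for no effect and no enzyme for full effect; nearly all actives have a fitted effect of over 20% in size; some results filed as inactive show a strong effect at the top dose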
#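 20 mM phosphate pH 7.0 + 0.01% (detergent screen) or 0.0001% Triton X-100; 5.3 nM AmpC reagent; cpd preinc 15 min RT; nitrocefin (800 uM stock) to start; A480 q20 s × 4 min; Activity was normalised to no-enzyme and no-compound control wells.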
# Sm TGR block – S. mansoni TGR enzyme inhibition; Q962Y6; purified TGR, DTNB reduction, TNB absorbance 405 nm; Potency, µM (top dose mostly 114 µM), for inactives: at the highest dose activity change, negative = inhibition, actives largely listed as inhibitors; 360,000 compounds, 3% hits; AID 485364; further: potency means the concentration at half of the fitted maximal effect; nearly all actives have a fitted effect of over 60% in size
#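 First, TGR (20 nM dispensed) and NADPH were mixed with compound. Second, a 15 min room-temperature incubation followed. Third, further NADPH and then DTNB were added to start the reaction. Finally, TNB absorbance was monitored kinetically.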
# The depositor's hits bear a star; ? = inconclusive; . = no result given; [ ] = remark or other dose. Unless noted, the call rests on the fitted dose curve; in most records, active means well fitted curve in the direction sought with a large enough effect; inconclusive means small, poorly fitted or top-dose-only effect, or another doubt; inactive means no such curve, though single readings can be large; an effect the other way counts as inactive or inconclusive. Unless noted, on the % scale 0 is the no-effect control and ±100 the full control effect. Rows are unselected; any-hit rate near 7.8%.
SMILES,AMA1-RON2 inh,HCMV antiviral,AmpC inh detg,Giardia FBPA inh,AmpC no deterg,Sm TGR block
CCS(=O)(=O)Nc1ccc(C(=O)CC2(O)C(=O)Nc3ccccc32)cc1 (stereo not drawn),-2.9%,22.7,0.1%,4.8%,-22.7%,-1.9%
N#Cc1ccc(CSc2nnc(-c3cccs3)n2-c2ccccc2)cc1,-18.5%,-28.6,3.1%,-1.1%,-2.8%,-2.9%
C=CCn1c(SCC(=O)Nc2cc3oc4ccccc4c3cc2OC)nnc1-c1cnccn1,3.2%,-4.4,-8.7%,-14.5%,68.3%[activator],-0.2%
CCOC(=O)c1c(NC(=O)c2ccco2)sc2c1CCCC2,0.6%,-0.8,-4.7%,0.0%,-12.0%,-4.2%
Nn1cnc2c(c1=O)C1(CCCCC1)Cc1ccccc1-2,9.0%,-5.8,-2.8%,0.1%,-5.5%,8.1%
Cc1c(Cl)cccc1-n1ncc(C(=O)Nc2ccc(Br)cc2F)c1C1CCNCC1,.,?,-4.5%,.,.,-9.8%
COc1cccc(CNC(=O)c2ccc(NC(=O)N3CCCCc4ccccc43)cc2)c1OC,.,-1.7,15.2%,.,.,6.8%
Cc1cc(C)c(S(=O)(=O)N2CCCc3ccccc32)c(C)c1,21.9%,-21.6,2.2%,-12.0%,-23.2%,2.7%
CCn1cc(/C=N/O)c(C)n1,18.8%,4.7,0.0%,5.7%,-15.6%,1.0%
CC(C)NC(=O)c1ccccc1NC(=O)C(C)Oc1ccccc1 (stereo not drawn),-24.0%,?,1.0%,1.8%,-6.6%,1.6%
Cc1cc(C(F)(F)F)nn1CC(=O)Nc1ccc(Br)c2cccnc12,22.0%,9.9,?,0.0%,-17.7%,-7.6%
COc1ccc(-c2[nH]nc(-c3ccccc3)c2-c2nc3ccccc3[nH]2)cc1,-4.8%,3.1,-2.7%,.,40.6%,0.3%
Cc1ccc2oc(=O)cc(CN3CCC(C)CC3)c2c1,-1.5%,8.0,-16.7%,2.0%,-18.3%,-2.4%
CC(C)[C@H](NC(=O)c1ccc(Cl)cc1)C(=O)OCC(=O)N1CCN(c2ccccc2)CC1,-6.8%,-32.6,.,.,55.5%,.
CCN(CC)CCN(C(=O)c1ccco1)c1nc2ccc(Cl)cc2s1,.,12.4,5.8%,.,.,1.8%
COc1ccccc1CNC(=O)C(C)Oc1ccccc1 (stereo not drawn),17.3%,9.6,-5.6%,2.0%,-11.1%,0.4%
CCSc1nc2n(n1)C(c1ccc(CC)cc1)C(C(=O)Nc1ccccc1OC)=C(C)N2 (stereo not drawn),.,-1.3,8.9%,.,.,-0.2%
C=CC[C@H](CC(=O)N(CCO)Cc1ccccc1)C(=O)N[C@@H](COC(=O)[C@@H](CC=C)Cc1ccc(F)cc1)Cc1ccccc1,-0.9%,45.1,.,.,78.4%[activator],.
COc1cc(C2C3=C(CC(C)(C)CC3=O)OC3=C2C(=O)CC(C)(C)C3)cc([N+](=O)[O-])c1O,-26.0%,3.0,3.8%,3.1%,22.2%,23.6%
COc1ccc(/C=N/NC(=O)c2cccc(S(=O)(=O)N3CCCC3)c2)cc1O,16.7%,-1.3,1.4%,.,-37.8%,-20.6%
Cc1ccc(S(=O)(=O)N2CCOCC2)cc1NC(=O)CSc1nnc(N)s1,37.4%[activator],?,6.4%,3.2%,-22.1%,-3.0%
CC(=O)N1CCOc2ccc(S(=O)(=O)N3C(C)CCCC3C)cc21 (stereo not drawn),25.1%,-38.9,-16.5%,-4.4%,-5.0%,-15.0%
O=S(=O)(/N=C/N1CCOCC1)c1ccc(Cl)cc1,-1.7%,14.2,-11.6%,8.6%,-19.1%,2.1%
COC(=O)c1cc2cc(OC)ccc2n1C,-2.8%,-34.6,8.0%,.,-1.2%,-2.8%
CCOC(=O)c1c(S(=O)(=O)N2CCCC(C(=O)Nc3cc(C)ccn3)C2)c(C)n(C)c1C (stereo not drawn),.,-21.1,5.6%,.,.,2.8%

# (listing goes on)
SMILES,AMA1-RON2 inh,HCMV antiviral,AmpC inh detg,Giardia FBPA inh,AmpC no deterg,Sm TGR block
O=C(CSCc1ccccc1)Nc1cc([N+](=O)[O-])ccc1F,3.3%,-17.3,-13.9%,-9.0%,?,1.3%
Cc1ccc(NC(=O)CCN2C(=O)c3ccccc3C2=O)c(C)c1,11.2%,-21.5,-13.5%,8.3%,-19.0%,6.9%
O=C(NC1(C(F)(F)F)NC(=O)N(CCc2ccccc2)C1=O)c1ccccc1Cl (stereo not drawn),.,5.2,17.8%,.,.,-3.4%
CN(C(=O)c1ccc(Oc2ccc([N+](=O)[O-])cc2)cc1)C1CCCCC1,-1.1%,-28.4,-5.2%,-6.0%,32.4%,-1.3%
O=C(CN1C(=O)c2cccc3cccc1c23)NC1CCCCC1,4.1%,0.9,3.3%,.,-11.1%,-1.6%
COc1cc(-c2noc(CCCC(=O)NCc3ccccc3)n2)cc(OC)c1OC,5.1%,65.4,1.3%,1.2%,95.1%[activator],-10.0%
CCc1cccc(CC)c1NC(=O)c1cccc(NC(=O)c2ccccc2)c1,8.2%,-67.4*,-13.6%,5.8%,-21.0%,2.7%
Cc1cc(C)c(NC(=O)CSc2cn(CC(=O)N3CCOCC3)c3ccccc23)c(C)c1,.,-5.2,-1.1%,.,.,-9.7%
COC(=O)CCCC1=CC2=CC(=O)C(C)(OC(=O)c3cccs3)C(=O)C2=CN1CCCOC(C)C (stereo not drawn),-19.3%,4.5,2.5%,?,94.0%[activator],-6.4%
COc1ccc(Cl)cc1C(=O)NNC(=O)c1[nH]c(C)c(C(C)=O)c1C,43.4%[activator],63.8,.,.,10µM*,.
NS(=O)(=O)c1cccc(NC(=O)c2ccccc2NS(=O)(=O)c2ccc(F)cc2)c1,2.1%,-32.0,-3.1%,-0.5%,-39.8%,15.7%
O=C(CCNC(=O)C1CCN(S(=O)(=O)c2ccccc2)CC1)NCc1cccc(Cl)c1,11.9%,-0.3,?,.,108.3%[activator],6.6%
Cc1ccc(C2=NN(CCC(=O)N3CCC4(CC3)OCCO4)C(=O)CC2)cc1,-0.3%,?,3.0%,-1.8%,36.9%,7.9%
O=C(CC12CC3CC(CC(C3)C1)C2)N/N=C/c1ccc([N+](=O)[O-])o1,38.5%[activator],-10.0,?,-5.4%,-27.4%,-16.4%
NC(=S)Nc1cccc2cnccc12,1.6%,-5.6,3.3%,-29.6%,-11.2%,8.6%
OCCCN=c1cc(-c2ccccc2)oc2ccc(Cl)cc12,3.8%,-36.4,-10.8%,4.9%,-1.0%,-16.0%
CCc1nnc(NC(=O)CSc2nnc(CNc3ccc(OC)cc3)n2CC)s1,24.1%,-0.1,-4.0%,0.2%,1.7%,.
CN(C(=O)c1cnc(N2CCOCC2)c2ccccc12)c1ccccc1F,.,3.7,5.0%,.,.,8.2%
O=C1c2ccccc2NC(c2ccc3c(c2)OCCO3)N1c1ccc2c(c1)OCCO2 (stereo not drawn),-11.4%,-11.2,-13.6%,-4.7%,-10.0%,0.0%
CCOc1ccc(N2CCCCn3c2nc2c3c(=O)[nH]c(=O)n2C)cc1,.,.,-6.9%,-0.8%,-12.1%,0.0%
COc1ccc(C2c3c(ncn(CCN4CCOCC4)c3=N)Oc3ccc4ccccc4c32)cc1 (stereo not drawn),-17.3%,?,0.1%,4.1%,221.1%[activator],-19.4%
CC1CCN(C(c2ccccc2)c2nnnn2C(C)(C)C)CC1 (stereo not drawn),0.1%,-17.9,0.2%,-2.9%,-1.4%,-0.5%
CNC(=O)c1c(NC(=O)c2ccc3ncsc3c2)sc(C)c1C,0.6%,-17.6,3.3%,.,-10.6%,5.2%
CO[C@H]1CC[C@@]2(C)[C@@H](CC[C@@H]3[C@@H]2CC[C@@]2(C)[C@H]3C[C@H](C(=O)O)O[C@]23CCCO3)C1,-1.8%,6.3,.,.,-18.0%,.
O=S(=O)(c1ccc(NCc2ccccc2)cc1)N1CCOCC1,4.2%,-11.6,?,.,-11.7%,2.0%

# (list continues)
SMILES,AMA1-RON2 inh,HCMV antiviral,AmpC inh detg,Giardia FBPA inh,AmpC no deterg,Sm TGR block
COCCOC(=O)c1c(NC(=O)CN2CCCc3ccccc32)sc(C(N)=O)c1C,10.8%,101.9,-12.1%,-0.2%,148.5%[activator],5.2%
COc1ccc(-c2noc(C3CCCN(C(=O)c4ccc(F)cc4)C3)n2)cc1 (stereo not drawn),-9.6%,-27.1,-11.6%,-1.0%,62.4%[activator],-21.9%
N#Cc1c(Cl)cccc1N1CCCC1,35.1%[activator],-34.8,-5.5%,-5.7%,3.7%,-0.8%
Cc1nnc(NC(=O)c2c(-c3ccccc3)noc2C)s1,6.3%,-8.0,2.4%,0.1%,-15.7%,-16.8%
O=C(CSc1nc2ccccc2[nH]1)N1CCN(c2ccc(F)cc2)CC1,-5.7%,-33.3,-1.2%,-0.2%,-23.3%,-21.0%
O=C1CCC(C(=O)N2CCCCO2)CN1CCc1ccc(Cl)cc1 (stereo not drawn),-10.0%,35.7,8.8%,.,63.4%[activator],-30.8%
CC(C(=O)C12CC3CC(CC(C3)C1)C2)N1CCOCC1 (stereo not drawn),4.7%,-8.0,-10.1%,?,0.3%,0.9%
COc1cccc(CN2C(=O)C3(SCC(=O)N3c3ccc(F)cc3)c3ccccc32)c1 (stereo not drawn),.,-16.2,-7.8%,.,.,1.9%
COc1ccc2oc(C(=O)OCC(=O)Nc3ccccc3OC)c(C)c2c1,15.1%,.,2.2%,.,-16.0%,0.5%
O=C(NCc1cccnc1)c1ccc(CS(=O)(=O)Cc2ccc(Cl)cc2)o1,3.3%,-14.1,-8.6%,7.8%,-9.3%,?
Cc1ccc(S(=O)(=O)N2CCN(c3ncccn3)CC2)c(C)c1,-2.3%,-34.6,2.0%,9.5%,-5.3%,-28.0%
Cc1c(C(=O)NCCCN2CCOCC2)sc2nc(-c3ccc(F)cc3)cn12,26.2%,-10.5,-8.3%,-10.0%,103.8%[activator],-17.6%
CCOc1ccc(CCNCc2c(C(=O)O)n(Cc3ccc(C)cc3)c3cc(OC)ccc23)cc1,.,-5.0,-12.5%,.,.,-6.2%
Cc1ccccc1NC(=O)C(Cc1ccccc1)N1Cc2ccccc2C1=O (stereo not drawn),.,?,22.0%,.,.,0.4%
